High-throughput results deposited in PubChem by National Center for Advancing Translational Sciences (NCATS).
KB-V1 MDR tox: kills drug-selected multidrug resistant KB-V1 cells | KB-V1 MDR cells viability, CellTiter-Glo, 72 h | Potency, µM (highest dose often 46.1 µM), for the others: top-dose activity change, negative = cytotoxicity, usual class: cytotoxic | 400,000 tested, 3.4% active | AID 1347076; note: potency is the fitted concentration of half-maximal effect; % is set by controls: 0 for no effect and ±100 for the full control effect; nearly all actives have a fitted effect of over 60% in size
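Compound-treated KB-V1 multidrug-resistant cells, 72 h, 37 degrees C; viability by CellTiter-Glo. Fitted qHTS curves give the values.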
ATXN viability: cell viability loss in ATXN counter-screen; S2 cells (HEK-293 line with an ATXN2-luciferase reporter) viability, CellTiter-Fluor protease fluorescence, 24 h; Potency, µM (highest dose often 56.7 µM), usual class: cytotoxic; 400,000 tested, 0.49% active; AID 651635; note: potency is the fitted concentration of half-maximal effect; nearly all actives have a fitted effect of over 40% in size
HT1080 IDH1KD tx: HT-1080 IDH1 knockdown cell toxicity (counter line); HT-1080 IDH1 knockdown viability, ATP luminescence, 48 h; Potency, µM (series often up to 46.1 µM), inactives show top-dose activity, negative = toxicity, actives largely listed as cytotoxic; 360,000 tested, 2% active; AID 686971;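 note: potency is the fitted concentration of half-maximal effect; 0% = DMSO wells and -100% = cell-free medium wells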
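Cytotoxicity counter-line: IDH1KD HT-1080, 48 h, CellTiter-Glo. Curves classed by r2, magnitude and activity.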
SW480 rerep: DNA re-replication induction in SW480 cells; Potency, µM (titrated, usually from 46.1 µM), for the others: top-dose re-replication activation, actives largely listed as activators; SW480 DNA re-replication, Hoechst DNA content imaging, 48 h; 340,000 tested, 1.8% active; AID 624297; note: potency is the fitted concentration of half-maximal effect; % of control where 0% means no effect; nearly all actives have a fitted effect of over 55% in size
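Image-based read-out: total Hoechst fluorescence of nuclei (405 nm excitation, 500-530 nm emission), with hits raising the fraction of high-intensity nuclei. SW480 colon cells incubated 48 hr with compounds at 37 C.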
IL1B secr inh: blocks inflammasome-driven IL-1 beta release; THP-1 LPS/ATP IL-1B secretion, AlphaLISA, 16 h; stronger effect = lower value; activity change, % at 57.5 µM; 360,000 tested, 4.7% active; in the data active = activity change below about -50%; inconclusive = mostly about -30% to -49%; note: % is set by controls: 0 for no effect and ±100 for the full control effect
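Secreted IL-1B measured by AlphaLISA bead assay after 16 h compound exposure of THP-1 cells; compounds (final up to 57.5 uM) added 1 h before LPS (250 ng/mL) and ATP (1.25 mM) stimulation; lower signal means less secretion.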
KB-3-1 cytotox: kills parental KB-3-1 adenocarcinoma cells; 400,000 tested, 1.4% active; KB-3-1 viability, CellTiter-Glo ATP luminescence, 72 h; Potency, µM (top dose mostly 46.1 µM), for the others: top-dose activity change, negative = cytotoxic, usual class: cytotoxic; note: potency is the fitted concentration of half-maximal effect; % is set by controls: 0 for no effect and ±100 for the full control effect; nearly all actives have a fitted effect of over 60% in size
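Viability of parental KB-3-1 cells, measured by CellTiter-Glo luminescence, followed a 72 h incubation at 37 °C with pinned compounds in phenol-red-free DMEM containing 10% FBS.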
HT1080NT lethal: kills 2HG-producing HT-1080-NT fibrosarcoma cells; 360,000 tested, 1.6% active; HT-1080-NT fibrosarcoma viability, CellTiter-Glo ATP luminescence, 48 h; Potency, µM (top dose mostly 46.1 µM), for inactives: at the top dose activity, negative = less viability, most hits filed as cytotoxic;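 note: NT is the 2HG producing partner of a matched IDH1 knockdown line; potency is the fitted concentration of half-maximal effect; 0% = DMSO-treated cells and -100% = media-only wells without cells; nearly all actives have a fitted effect of over 55% in size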
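750 cells/well, RPMI + 5% FBS; 2 h settle, compound pin-transfer, 48 h at 37 degrees C. CellTiter-Glo 10 min RT, luminescence. Normalized to DMSO and media-only wells.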
MCF10A rerep: inducers of DNA re-replication in MCF 10A breast cells | MCF 10A DNA re-replication, Hoechst nuclear intensity, 48 h | Potency, µM (titrated, usually from 46.1 µM), for the others: at the highest dose activity, positive = re-replication, actives largely listed as activators | 350,000 tested, 2.9% active | AID 624296; note: potency is the fitted concentration of half-maximal effect; % of control where 0% means no effect; nearly all actives have a fitted effect of over 50% in size
ATXN2 expr inh: reduces ATXN2 reporter expression in HEK-293 cells; HEK-293 ATXN2-luciferase reporter, luminescence, 24 h; Potency, µM (series often up to 57 µM), without a hit: at the highest dose activity change, negative = inhibition, hits mostly inhibitors; 360,000 tested, 0.72% active; AID 1745845; note: potency is the fitted concentration of half-maximal effect; % is set by controls: 0 for no effect and ±100 for the full control effect; nearly all actives have a fitted effect of over 55% in size
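ATXN2-luciferase reporter cells (luciferase flanked by upstream and downstream ATXN2 gene portions) were treated 24 h at 37 °C with compounds at up to 57 uM. SteadyGlo luminescence gave expression; GF-AFC fluorescence gave viability.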
* hit, by the source's call; i = inactive; ? = inconclusive; / = not tested or not shown; & = joins results of further samples; ! = a repeat was not active; [ ] = dose if it differs, or a comment. Unless noted, calls come from the whole dose curve; as a rule, active = well fitted curve in the direction sought with a large enough effect; inconclusive = small, poorly fitted or top-dose-only effect, or another doubt; inactive = no such curve, though single readings can be large; an effect the other way counts as inactive or inconclusive. A portion of the library; the hit share may differ from the screen's.

Molecule,KB-V1 MDR tox,ATXN viability,HT1080 IDH1KD tx,SW480 rerep,IL1B secr inh,KB-3-1 cytotox,HT1080NT lethal,MCF10A rerep,ATXN2 expr inh
CN(C)[C@@H]1C(=O)C(C(N)=O)=C(O)[C@@]2(O)C(=O)C3=C(O)c4c(O)ccc(Cl)c4[C@@](C)(O)C3C[C@@H]12 (some centres not stated),-22%,i,?,?,-12,-1%,?,1%,?
CCn1c(O)c(C=NCCN2CCOCC2)c(=O)[nH]c1=S,14%,i,18%,12%,24,14%,17%,0%,-9%
CN1CCN(C(=O)COc2ccc(S(=O)(=O)NCc3ccccc3)cc2Cl)CC1,7%,i,0%,-3%,0,1%,9%,-6%,1%
C[C@H]1C=CC(=O)O[C@H]1c1ccccc1,?,?,-20%,-7%[9.22 µM],-105*,21µM*,-25%,?,?
O=C(COc1ccccc1)N1CCN(CC2CC3C=CC2C3)CC1 (configuration not stated),?,i,13%,-14%,16,-8%,0%,-1%,1%
Cc1cc(C=C2C(=O)N(C)C(=S)N(C)C2=O)c(C)n1-c1cccnc1,-6%,i,16%,3%,-68*,-1%,6%,8%,2%
CC(=O)Nc1ccc(OC(=O)c2ccccc2N)cc1,1%,i,11%,-13%,8,20%,-7%,?,6%
COc1ccc(CCNc2nccn(-c3ccc(C)c(C)c3)c2=O)cc1OC,0%,?,/,/,/,0%,/,/,0%
CC(=O)c1ccc(-c2ccccc2)cc1,-5%,i,-13%,?,-18,-1%,-1%,1%,/
Cc1cccc(NC2=NCCCS2)c1,12%,i,18%,?,-1,6%,20%,0%,/
CC1=C(O)C(=O)C=C2C1=CC=C1C2(C)CCC2(C)C3CC(C)(C(=O)O)CCC3(C)CCC12C (configuration not stated),?,5.6µM*,1.6µM*,?,-57*,?,4.6µM*,?,4.5µM*
O=C(Cn1cc(C(=O)c2ccccc2F)c2ccccc21)NC1CC1,?,i,2%,5%,12,9%,0%,5%,-11%
Cn1c2ccc(Br)cc2c2nnc(SCC(=O)O)nc21,18%,?,0%,2%,32,0%,4%,10%,/
COC(=O)C1=C(c2cc3ccccc3o2)C[C@@H]2CC[C@H]1N2C(=O)NCCO,39%,i,4%,-28%,-8,10%,-1%,5%,11%
COc1ccc(N2C(=O)CC(=O)NC2=O)cc1,-1%,i,0%,-2%,14,9%,-8%,-1%,-6%
COC(=O)C1=C(c2ccc(Cl)c(C(F)(F)F)c2)C[C@@H]2CC[C@H]1N2C(=O)NCCOc1ccccc1,-19%,?,-14%,-1%,-81*,-24%,?,-3%,?
Cc1cccc(CN2CCCC(C(=O)c3ccc(C(F)(F)F)cc3)C2)n1 (configuration not stated),6%,?,?,1%,17,2%,0%,-4%,?
CC(=NCC1CCCO1)c1c(O)n(-c2ccc(C)cc2)c(=O)[nH]c1=O (configuration not stated),-1%,?,1%,-7%,-5,5%,13%,0%,-5%
Oc1ccccc1O,?,?,?,8%,29,?,?,-49%[inhibitor],-5%
COC(=O)c1ccccc1NC(=O)N1C[C@@H]2C[C@@H](C1)c1cccc(=O)n1C2,?,i,1%,-6%,20,0%,-1%,3%,2%
Cc1ccc(N2C(=O)NC(=O)/C(=C/c3cnn(-c4ccc(C)cc4)c3)C2=O)cc1,?,i,-2%,4%,-10,-6%,-5%,16%,-31%
O=C(CCl)NCC1CCCO1 (configuration not stated),?,i,2%,2%,6,2%,1%,-7%,1%
O=C1/C(=C/c2cccnc2)SC(=NCc2ccccc2)N1Cc1ccccc1,?,i,12%,-1%,22,0%,18%,?,-9%
COc1cc(/C=C2\C(=O)NC(=O)N(c3ccccc3)C2=O)cc(OC)c1OC,1%,i,12%,-1%,25,13%,10%,-6%,-2%
O=C(c1cc2cc(Cl)ccc2[nH]1)N1CCC2(CC1)OCCO2,-5%,i,-3%,-2%,2,-6%,3%,23µM*,/

Molecule,KB-V1 MDR tox,ATXN viability,HT1080 IDH1KD tx,SW480 rerep,IL1B secr inh,KB-3-1 cytotox,HT1080NT lethal,MCF10A rerep,ATXN2 expr inh
CCN1C[C@]2(OC(=O)c3ccccc3NC(C)=O)CCC(OC)C34C5C[C@H]6C(OC)[C@]5(O)[C@](O)(C[C@@H]6OC)C(C[C@@H]32)[C@H]14 (some centres not stated),17%,i,12%,-8%,-3,6%,4%,0%,11%
Cc1cccc(N2C(=O)NC(=O)/C(=C\c3cnc(-c4ccccc4)nc3)C2=O)c1,20%,?,16%,-5%,23,18%,29%,0%,5%
CCCOC(=O)COc1cc(C)cc2oc(=O)c3c(c12)CCC3,13%,?,3%,?,52,5%,-5%,7%,-21%
O=[N+]([O-])c1cccc(NP(=O)(Oc2ccccc2)Oc2ccccc2)c1,?,?,?,?,-27,?,?,?,-38%
CCn1c(C(=O)N2CCC(C(=O)N3CCC4(CC3)OCCO4)CC2)cc2sccc21,-15%,i,-3%,3%,-3,2%,-4%,1%,1%
CCCCn1c(C)c(C(=O)OCC)c2c(CN3CCOCC3)c(O)ccc21,-23%,?,-26%,3%,-60*,-11%,-11%,-9%,?
Cn1c(O)c(C=Nc2ccc(F)cc2)c(=O)[nH]c1=O,19%,i,-1%,2%,-4,4%,-5%,3%,/
CN(C)c1ccc(C(=O)N/N=C/C23CC[C@@H](O)CC2(O)CC[C@@H]2[C@@H]3CCC3(C)C(C4=CC(=O)OC4)CCC23O)cc1 (some centres not stated),?,?,10µM*,11%,?,6.5µM*,?,?,/
Cc1ccc(-c2csc3ncnc(OCC(=O)NC(=O)NCc4ccco4)c23)cc1,-6%,i,?,15%,-16,-2%,?,28%,9%
CCCCn1c(=O)c(C(=O)NCc2ccccc2Cl)c(O)c2ccccc21,12%,?,2%,-1%,33,-21%,5%,9%,/
CC(=O)OC1CC(OC2C(O)CC(OC3C(O)CC(OC4CCC5(C)C(CCC6C5CC(O)C5(C)C(C7=CC(=O)OC7)CCC65O)C4)OC3C)OC2C)OC(C)C1OC1OC(CO)C(O)C(O)C1O (configuration not stated),0.92µM*!,?,0.21µM*,1.8µM*,-66*,?,0.37µM*,0.18µM*,0.32µM*
CCCCCCCCN1C(=O)[C@H](CC(=O)NCCc2ccccc2OC)C[C@@]2(C(=O)OC)CCCCC=C12,?,/,?,/,-70*,-13%,?,/,?
CCOC(=O)CNC(=O)CSP(=S)(OCC)OCC,4%,/,15%,0%,0,11%,5%,5%,/
Nc1ccc2nonc2c1[N+](=O)[O-],23%,i,6%,-31%,8,3%,0%,-10%,/
CN1CCCCC1c1ccc(-c2cccnc2)nc1 (configuration not stated),9%,i,-1%,-2%,2,9%,7%,-1%,8%
O=C1NC(=O)N(c2cccc(Br)c2)C(=O)/C1=C/c1ccsc1,0%,i,23µM*,10%,-24,12%,?,7%,0%
COP(=O)(OC)C(NS(=O)(=O)c1ccccc1)C(Cl)(Cl)Cl (configuration not stated),9%,i,-1%,0%,15,4%,8%,-3%,-20%
COc1cc(CN2C(=O)NC(=O)C3(Cc4cc(C)ccc4N(C)C3)C2=O)cc(OC)c1 (configuration not stated),-25%,i,?,-7%,37,-1%,?,?,-6%
CCN1CCC(NCC2CCCCC2)CC1,-1%,i,-10%,?,/,-13%,-8%,10%,-16%
Cc1ccc(-c2nn3c(C)nnc3c3ccccc23)cc1S(=O)(=O)NCCO,-3%&10%,i,-22%,?,8,?,-17%,14%[9.22 µM],-2%&-3%
O=C1NC(=S)N(c2ccc(Br)cc2)C(=O)/C1=C/N1CCN(C(=O)c2ccco2)CC1,-2%,i,0%,-6%,5,-1%,5%,1%,/
COP(=S)(OC)SCN1C(=O)c2ccccc2C1=O,16%,i,-20%,?,13,0%,1%,7%&-2%,0%&20%
Cn1cnc([N+](=O)[O-])c1Sc1ccc([N+](=O)[O-])cc1,-19%,?,21µM*,14%,-101*,-11%,16µM*,?,8%
COc1cccc(OC)c1C(=O)NC(=S)N1C[C@H]2C[C@H](C1)c1cccc(=O)n1C2,?,i,7%,-32%[inhibitor],6,0%,3%,0%,-2%
COc1ccc(CNS(=O)(=O)c2cc3c(cc2C)N(C)CCO3)cc1,0%,i,-27%,?,2,?,4%,?,2%

Molecule,KB-V1 MDR tox,ATXN viability,HT1080 IDH1KD tx,SW480 rerep,IL1B secr inh,KB-3-1 cytotox,HT1080NT lethal,MCF10A rerep,ATXN2 expr inh
Cc1cc(C(=O)O)c(C)n1C1CC1,1%,i,-4%,-8%,-7,16%,-2%,-1%,6%
Nc1cc(N2CCNCC2)ccc1[N+](=O)[O-],23%,?,-2%,0%,0,13%,-10%,-1%,6%
O=C1c2ccccc2-n2nnnc2C2c3ccccc3-n3nncc3CN12 (configuration not stated),4%,i,14%,/,0,0%,13%,/,16%
C=CCN1CC[C@@]2(C)c3cc(O)ccc3CC1[C@@H]2C,-8%,i,0%,-6%,7,0%,9%,7%,-17%
COC(=O)C1=C(c2ccccc2OCc2ccccc2)C[C@@H]2CC[C@H]1N2C(=O)NCc1ccc(Br)cc1,0%,?,-2%,-1%,?,?,-4%,-12%,-24%
CC1(C)CN=C(Nc2ccccc2C(F)(F)F)S1,-9%,i,0%,1%,0,8%,5%,-1%,-21%
COC(=O)C1=C(c2c(C)noc2C)C[C@@H]2CC[C@H]1N2C(=O)NC(C)C,-14%,i,21%,2%,-5,?,10%,3%,7%
CCN1CCN(C(=O)Cc2ccc(C)cc2)CC1,26%,i,-2%,-8%,0,-4%,-1%,5%,21%
O=C1NC(=O)C(=Cc2ccc(-c3cc(Cl)ccc3[N+](=O)[O-])o2)C(=O)N1,?,?,-4%,-14%,-12,-1%,-7%,-5%,?
CN1C(=O)/C(=C\c2ccc(N3CCCCCC3)cc2)C(=O)NC1=S,21%,i,8%,2%,-7,3%,15%,-1%,/
